From PubChem
HT1080-NT tox: qHTS for induction of synthetic lethality in tumor cells producing 2HG: qHTS for the HT-1080-NT fibrosarcoma cell line | HT-1080-NT fibrosarcoma viability, CellTiter-Glo ATP luminescence, 48 h | Potency, µM (top dose mostly 46.1 µM), for inactives: at the top dose activity, negative = less viability, actives largely listed as cytotoxic | hit rate 1.6% among 360,000;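 further: NT is the 2HG producing partner of a matched IDH1 knockdown line; potency means the concentration at half of the fitted maximal effect; 0% = DMSO-treated cells and -100% = media-only wells without cells; nearly all actives have a fitted effect of over 55% in size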
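A 48-hour cytotoxicity screen used HT-1080-NT cells plated 2 hours before compound delivery. ATP-based CellTiter-Glo luminescence measured viability, normalized to DMSO and no-cell controls.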
SW480 rereplic: A quantitative high throughput screen for small molecules that induce DNA re-replication in SW480 colon adenocarcinoma cells; AID 624297, 2012; SW480 DNA re-replication, Hoechst DNA content imaging, 48 h; hit rate 1.8% among 340,000; Potency, µM (series often up to 46.1 µM), for inactives: top-dose re-replication activation, most hits filed as activators; further: potency means the concentration at half of the fitted maximal effect; % of control where 0% means no effect; nearly all actives have a fitted effect of over 55% in size
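DNA re-replication was detected as more nuclei of elevated Hoechst intensity after 48 hr exposure to compound (23 nL pinned per well of 250 cells).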
KB-V1 MDR tox: qHTS assay for MDR1-selective chemotherapeutics: Primary screen using the drug-selected MDR subline cells KB-V1 | KB-V1 MDR cells viability, CellTiter-Glo, 72 h | Potency, µM (top dose mostly 46.1 µM), for inactives: at the top dose activity change, negative = cytotoxicity, most hits filed as cytotoxic | hit rate 3.4% among 400,000; further: potency means the concentration at half of the fitted maximal effect; on the % scale 0 is the no-effect control and ±100 the full control effect; nearly all actives have a fitted effect of over 60% in size
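In this primary screen, KB-V1 cells overexpressing P-gp are incubated with library compounds (lowest to highest concentration) for 72 h at 37 degrees C before a luminescent ATP viability read.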
IL-1B inflam inh: qHTS for Inhibitors of Inflammasome Signaling: IL-1-beta AlphaLISA Primary Screen; THP-1 LPS/ATP IL-1B secretion, AlphaLISA, 16 h; hits give low values; activity change, % at 57.5 µM; hit rate 4.7% among 360,000; in the data active means activity change below about -50%; inconclusive means mostly about -30% to -49%; further: on the % scale 0 is the no-effect control and ±100 the full control effect
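Secreted IL-1B measured by AlphaLISA bead assay after 16 h compound exposure of THP-1 cells; compounds (final up to 57.5 uM) added 1 h before LPS (250 ng/mL) and ATP (1.25 mM) stimulation; lower signal means less secretion.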
ATXN2 expr inh: Primary qHTS for Inhibitors of ATXN expression. HEK-293 ATXN2-luciferase reporter, luminescence, 24 h. hit rate 0.72% among 360,000. Potency, µM (series often up to 57 µM), for the others: at the highest dose activity change, negative = inhibition, usual class: inhibitors; further: potency means the concentration at half of the fitted maximal effect; on the % scale 0 is the no-effect control and ±100 the full control effect; nearly all actives have a fitted effect of over 55% in size
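ATXN2-luciferase reporter cells (luciferase flanked by upstream and downstream ATXN2 gene portions) were treated 24 h at 37 °C with compounds at up to 57 uM. SteadyGlo luminescence gave expression; GF-AFC fluorescence gave viability.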
ATXN viability: Viability Counterscreen for Primary qHTS for Inhibitors of ATXN expression. S2 cells (HEK-293 line with an ATXN2-luciferase reporter) viability, CellTiter-Fluor protease fluorescence, 24 h. Potency, µM (titrated, usually from 56.7 µM), usual class: cytotoxic. hit rate 0.49% among 400,000. AID 651635, 2014; further: potency means the concentration at half of the fitted maximal effect; nearly all actives have a fitted effect of over 40% in size
HT1080 IDH1KD tx: qHTS for induction of synthetic lethality in tumor cells producing 2HG: qHTS for the HT-1080-IDH1KD cell line | hit rate 2% among 360,000 | HT-1080 IDH1 knockdown viability, ATP luminescence, 48 h | Potency, µM (series often up to 46.1 µM), without a hit: at the highest dose activity, negative = toxicity, actives largely listed as cytotoxic;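 further: potency means the concentration at half of the fitted maximal effect; 0% = DMSO wells and -100% = cell-free medium wells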
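In this qHTS, HT-1080 cells depleted of IDH1 are exposed for 48 h at 37 °C to compound titrations. Toxicity is scored from CellTiter-Glo luminescence, with DMSO as full viability and medium alone as none.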
KB-3-1 cytotox: qHTS assay for MDR1-selective chemotherapeutics: Primary screen using the parental adenocarcinoma cell KB-3-1. KB-3-1 viability, CellTiter-Glo ATP luminescence, 72 h. Potency, µM (doses to about 46.1 µM), inactives show top-dose activity change, negative = cytotoxic, usual class: cytotoxic. hit rate 1.4% among 400,000. AID 1347075, 2019; further: potency means the concentration at half of the fitted maximal effect; on the % scale 0 is the no-effect control and ±100 the full control effect; nearly all actives have a fitted effect of over 60% in size
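Parental KB-3-1 adenocarcinoma cells in phenol-red-free DMEM with 10% FBS were pin-treated with compounds at several concentrations, incubated 72 h at 37 °C, and viability read by CellTiter-Glo luminescence; concentration-effect curves were fitted after normalization.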
MCF10A rerep: A quantitative high throughput screen for small molecules that induce DNA re-replication in MCF 10a normal breast cells; AID 624296, 2012; MCF 10A DNA re-replication, Hoechst nuclear intensity, 48 h; hit rate 2.9% among 350,000; Potency, µM (highest dose often 46.1 µM), for the others: at the top dose activity, positive = re-replication, most hits filed as activators; further: potency means the concentration at half of the fitted maximal effect; % of control where 0% means no effect; nearly all actives have a fitted effect of over 50% in size
* marks the source's active call; other numbers are inactive results; i = inactive; ? = inconclusive; . = no result given; & = joins results of further samples; ! = repeats disagree; [ ] = another dose, or the depositor's remark. Unless noted, the call rests on the fitted dose curve; in most records, active means well fitted curve in the direction sought with a large enough effect; inconclusive means small, poorly fitted or top-dose-only effect, or another doubt; inactive means no such curve, though single readings can be large; an effect the other way counts as inactive or inconclusive.

SMILES	HT1080-NT tox	SW480 rereplic	KB-V1 MDR tox	IL-1B inflam inh	ATXN2 expr inh	ATXN viability	HT1080 IDH1KD tx	KB-3-1 cytotox	MCF10A rerep
CC1CN(Cc2nc3c(c(=O)n(C)c(=O)n3C)n2CC(=O)c2ccccc2)CC(C)O1 (stereo not drawn)	-3%	-8%	0%	-8	-2%	i	2%	-15%	4%
Cc1c(C(=O)N2CCOCC2)c(S(=O)(=O)Nc2ccc(F)cc2)c(C)n1C	9%	-10%	10%	30	11%	i	18%	7%	2%
CCc1ccc2c(c1)c(=O)c(S(=O)(=O)c1ccc(F)cc1)cn2CC(=O)Nc1ccccc1OC	.	.	0%	.	4%	i	.	7%	.
CCc1ccc2oc(-c3cc(N)ccc3O)nc2c1	-24%	18%	-28%	-11	5%	i	-23%	?	?
CC1CCCCN1C(=O)COc1ccc(NC(=O)c2ccco2)cc1 (stereo not drawn)	-1%	-11%	?	-7	20%	i	-1%	17%	2%
COc1ccc(N2C(=O)CSC23C(=O)N(CC(=O)Nc2ccccc2F)c2ccccc23)cc1 (stereo not drawn)	.	.	?	.	-5%	i	.	19%	.
O=C(CSc1ccc(Br)c2cccc(Cl)c12)Nc1ccc(S(=O)(=O)Nc2nccs2)cc1	?	30%	-3%	?	-12%	i	?	-14%	?
CC(=O)Nc1cc(-c2ccccc2)cn2c(-c3ccc(F)c(Cl)c3)cnc12	-1%	.	6%	-12	-5%	i	?	0%	.
CCOc1ccccc1C(c1c(C)n(C)n(-c2ccccc2)c1=O)c1c(C)n(C)n(-c2ccccc2)c1=O	-2%	-1%	-3%	2	.	i	-5%	1%	12%
O=c1cc(-c2cccc(Cl)c2)oc2cccc(O)c12	-9%	2%	-4%	33	12%	i	-5%	2%	0%
Cc1ccc(N(C)S(=O)(=O)c2ccc(-c3cnc(C4CC4)o3)cc2)cc1	?	?	2.9µM*!	56	-3%	?	?	3.3µM*!	?
CC(OC(=O)[C@@H](NC(=O)c1ccco1)C(C)C)C(=O)Nc1ncc(Cl)cc1Cl (stereo partly drawn)	7%	6%	0%	74	-6%	i	2%	0%	-12%
O=C(CCCn1cncn1)N1CCCC(N2CCN(c3ccc(F)cc3)CC2)C1 (stereo not drawn)	5%	1%	.	5	-3%	?	-3%	.	-2%
COC(=O)C1=C(C)NC2=C(C(=O)CC(C)(C)C2)C1c1ccccn1 (stereo not drawn)	11%	-7%	-1%	20	-6%	i	20%	-1%	-11%
CCCCN1CN(Cc2ccccc2)CNC1=S	-5%	-7%	?	22	2%	i	-2%	2%	-2%
CC(C)C[C@H](NC(=O)OC(C)(C)C)C(=O)N[C@@H](CO)[C@H](O)[C@@H]1C[C@@H]1C(=O)N1CCCC1	6%	3%	3%	12	0%	i	6%	1%	-4%
Cc1c(Cl)ccc2c(C(=O)NCCCn3nccc3C)cc(-c3ccccn3)nc12	-7%	20%	?	-3	-4%	i	-1%	-25%	?
CC(=O)OCC1=C(C(=O)O)N2C(=O)C(NC(=O)CCn3nc(C)c(Cl)c3C)C2SC1 (stereo not drawn)	27%	?	4%	5	5%[11.3 µM]	i	17%	8%	27%
Cc1ccc(S(=O)(=O)Cc2ccc(C(=O)NCCc3ccccc3)o2)cc1	-2%	?	-4%	-13	2%	i	-1%	21%	0%
CCN1C(=O)[C@H]2[C@@H](c3ccc(-c4ccc(F)cc4)c(OC)c3)N3CCC[C@@]3(C(=O)OC)[C@H]2C1=O	1%	-27%[9.22 µM]	4%	31	-9%	i	-2%	-7%	3%
CCOC(=O)C1CCN(C(=O)Nc2ccc3snnc3c2)CC1	0%	-3%	-28%	0	-9%	i	-4%	12%	6%
O=C(O)c1ccc(-c2noc(-c3ccccc3Cl)n2)cc1	.	-6%	-6%	.	42%[activator]	i	.	-1%	-4%
CN(C)CCNC(=O)c1ccc(-c2nn(C)c(=O)c3ccccc23)cc1	1%	-15%	4%&1%	16	10%	i	-1%	?	3%
COc1cc([N+](=O)[O-])cc2sc(NC(=O)c3c(F)cccc3F)nc12	13%	0%	1%	2	-23%	i	-1%	5%	0.73µM*
Cc1ccc(NC(=O)c2ncoc2-c2ccco2)cc1Cl	.	.	?	.	1%	i	.	-12%	.
SMILES	HT1080-NT tox	SW480 rereplic	KB-V1 MDR tox	IL-1B inflam inh	ATXN2 expr inh	ATXN viability	HT1080 IDH1KD tx	KB-3-1 cytotox	MCF10A rerep
O=[N+]([O-])c1cc(-n2cnnn2)ccc1N1CCC(Cc2ccccc2)CC1	-3%	?	23µM*	-24	-30%	i	-14%	-33%	24%
Cc1ccc(-n2c(N)c(-c3nc4ccccc4n3C)sc2=S)cc1	-27%	-2%	1%	21	-5%	i	-23%	-1%	16%
CN(CCc1ccccn1)C(=O)Nc1ccc(Cl)cc1	1%[9.24 µM]	-6%	-9%	-12	48%[activator]	i	-3%	4%	-6%
CCn1nnnc1SCC(=O)NCc1ccco1	2%	-1%	2%	8	-5%	i	1%	-5%	6%
Cc1ccccc1Cn1ccc(NC(=O)c2onc(C)c2Cl)n1	?	-11%	?	-29	-6%	?	?	-13%	23%
COC(=O)[C@]1(Cc2ccccc2)N[C@H](c2ccc(-c3cccc(Cl)c3)c(OC)c2)[C@@H]2C(=O)N(C)C(=O)[C@@H]21	-11%	?	-6%	?	-7%	i	-22%	?	3%
COC(=O)Cc1ccc(NC(=O)C(c2ccccc2)c2ccccc2)cc1	3%	2%	8.2µM*	2	-1%	i	7%	0%	14%
CC(C)(C)OC(=O)[C@H](CCCCN)NC(=O)c1[nH]cnc1C(=O)N[C@@H](Cc1ccccc1)C(=O)OCc1ccccc1	6%	-2%	-2%	24	?	i	7%	3%	-9%
CSc1ccc(CNc2cccc3ccccc23)cc1	-3%	5%	-18%	4	40%[activator]	i	-3%	5%	-12%
Cc1ccc(N(CC(=O)Nc2cccc(C)c2)S(=O)(=O)c2cccc3nonc23)cc1	-23%	-5%	-3%	-18	.	i	-17%	-7%	-14%
COc1ccc(C(=O)NC(=S)N(C)C2CCCCC2)cc1Br	-27%	-1%	-4%	-6	-37%	i	-11%	?	?
O=S(=O)(c1ccc(-n2cnnn2)cc1)N1CCNCC1	-2%	5%	-10%	-24	-12%	i	-4%	-6%	-18%
CC1(C)OC(=O)C(=CNn2cnc3ccccc3c2=O)C(=O)O1	0%	?	-1%	34	63%[activator]	i	6%	11%	?
CC(C)[C@H](NC(=O)N1CC(=O)Nc2ccccc21)C(=O)N[C@@H](Cc1c[nH]c2ccccc12)C(=O)O	-3%	-4%	-18%	-2	1%	i	0%	?	?
CSc1ccccc1C(=O)N1CCC2(CC1)CC(=O)c1ccccc1O2	4%	-4%	-20%	-2	-10%	?	11%	-3%	7%
COc1cccc(C(C)(O)c2nc(-c3cccs3)cs2)c1 (stereo not drawn)	-13%	.	?	14	-1%	i	0%	0%	.
Cc1onc(-c2ccccc2Cl)c1C(=O)Nc1ccc(CN2CCCC2)cc1	2%	1%	12%	-13	-6%	i	2%	6%	?
CCn1cc(C(=O)NCCCOC(C)C)c(=O)c2cc(S(=O)(=O)N(C)C3CCCCC3)ccc21	.	.	-16%	.	-31%	?	.	1%	.
CC(C)(C)c1csc(NC(=O)c2c(F)c(F)c(F)c(F)c2F)n1	-2%	0%	1%	-55*	.	?	11%	0%	?
COc1ccc2nc(N3CCC(O)CC3)c(C#N)cc2c1	15%	-1%	2%	-3	14%	.	5%	26%	1%
COc1cccc(NCc2nnc3n2CCCCC3)c1	.	.	3%	.	21%	i	.	13%	.
COc1ccc([N+](=O)[O-])cc1N(CC(O)CN(CC(C)C)CC(C)C)S(=O)(=O)c1ccccc1 (stereo not drawn)	?	10%	?	?	-11%	i	?	-1%	11%
COc1ccc(C2=Nc3ccccc3NC(=O)C2N(Cc2ccccc2)C(=O)C2=NNC(=O)CC2)cc1 (stereo not drawn)	-15%	.	0%	-10	13%	?	-21%	0%	.
COc1ccc2c(c1)CCc1c-2n[nH]c1C(=O)NCCC(C)C	4%	-3%	-13%	-60*	-18%	i	?	0%	-5%
Clc1cccc(Nc2nc(N3CCOCC3)nc(N3CCOCC3)n2)c1	5%	51%	-20%	?	?	i	0%	-14%	15%
Cc1ccc(F)cc1-c1cc(C(=O)NCc2cc(C(F)(F)F)cc(C(F)(F)F)c2)[nH]n1	?	.	0%	-15	?	?	?	0%	.
C/C(=N\NC(=O)OC(C)(C)C)c1cccc([N+](=O)[O-])c1	5%	-5%	-4%	1	30%	i	3%	23%	-2%
COc1ccc(C(C)=O)cc1COc1nc(C)nc2ccccc12	3%	-12%	-28%	19	-8%	i	4%	4%	?
CN(C)C(=O)c1ccc2c(c1)N(CC(=O)NCc1ccccc1Cl)C(=O)C1CCCCN21 (stereo not drawn)	.	.	-10%	.	6%	i	.	7%	.
COc1cc(NC(=O)c2cc3c(=O)n(C)c4ccccc4c3n2C)cc(OC)c1OC	?	10%	?	-20	2%	i	?	11%	5%

Single records, from the list above. Values in the order: HT1080-NT tox | SW480 rereplic | KB-V1 MDR tox | IL-1B inflam inh | ATXN2 expr inh | ATXN viability | HT1080 IDH1KD tx | KB-3-1 cytotox | MCF10A rerep
Cc1onc(-c2ccccc2Cl)c1C(=O)Nc1ccc(CN2CCCC2)cc1 as listed: 2% | 1% | 12% | -13 | -6% | i | 2% | 6% | ?
Cc1ccc(N(CC(=O)Nc2cccc(C)c2)S(=O)(=O)c2cccc3nonc23)cc1 as listed: -23% | -5% | -3% | -18 | . | i | -17% | -7% | -14%
COc1ccc(C2=Nc3ccccc3NC(=O)C2N(Cc2ccccc2)C(=O)C2=NNC(=O)CC2)cc1 (stereo not drawn) as listed: -15% | . | 0% | -10 | 13% | ? | -21% | 0% | .
